NR2E3 ag-1 – agonists of human NR2E3 nuclear receptor. Q9Y5X4. AID 602229. hit rate 0.35% among 360,000. inhibition of corepressor binding, % at 3.98 µM. CHO-S Gal4-NCOR/VP16-NR2E3 two-hybrid, luciferase;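 active = inhibition above the mean of all tested compounds plus 3 SD, cut at about 70% in these data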;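 note: 0% = DMSO with NR2E3 transfected cells and 100% = cells lacking NR2E3 construct; higher means lower luciferase signal from less NR2E3 corepressor binding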
Target sequence (Q9Y5X4 whole entry, looked up, the tested form may be a part): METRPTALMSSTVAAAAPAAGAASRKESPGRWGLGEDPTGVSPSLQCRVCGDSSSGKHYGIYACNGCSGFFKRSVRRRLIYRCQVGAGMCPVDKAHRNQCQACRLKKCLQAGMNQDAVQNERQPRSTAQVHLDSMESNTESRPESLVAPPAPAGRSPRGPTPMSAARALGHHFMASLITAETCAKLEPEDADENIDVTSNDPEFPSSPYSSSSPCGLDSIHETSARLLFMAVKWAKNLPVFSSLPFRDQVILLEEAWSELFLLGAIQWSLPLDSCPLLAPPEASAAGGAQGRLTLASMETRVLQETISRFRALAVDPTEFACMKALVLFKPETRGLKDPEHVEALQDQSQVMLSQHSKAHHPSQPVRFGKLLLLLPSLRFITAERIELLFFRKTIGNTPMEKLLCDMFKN
Shn3 3UTR inh – inhibitors of Schnurri-3 3'UTR reporter in osteoblasts | Clone20 osteoblast Shn3 3'UTR firefly luciferase, 24 h | inhibition, % at 12.5 µM | hit rate 0.52% among 360,000;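 active = mean inhibition of at least 75% with every replicate also reaching 75%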;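 note: 0% = median of neutral control wells and 100% = pilot-screen positive control compound; some compounds past the cut are filed as inactive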
CF NFkB block – blocks PAF-induced NF-kB reporter in cystic fibrosis cells; hit rate 0.86% among 360,000; AID 588850; inhibition, % at 5 µM; KKLEB NF-kB-GFP reporter, GFP fluorescence overnight;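 active = at least 50% inhibition at 5 µM, scaled per plate between neutral and stimulator controls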;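 note: PAF is a Pseudomonas aeruginosa culture filtrate used as stimulus; plate controls were PAF-stimulated DMSO wells for no effect and unstimulated DMSO wells for full effect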
MITF TRPM1 inh – inhibitors of MITF-driven TRPM1 promoter in melanoma cells; SK-MEL-5 TRPM1 promoter luciferase, 24 h; inhibition, % at 12.5 µM; hit rate 0.83% among 330,000;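 active = mean inhibition across replicates of 60% or more, whatever share of single replicates reaches that level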; note: values of inactives mirror those of a sister screen read the other way
NR2E3 ag-2 – NR2E3 (human) agonism; GST-NR2E3/biotin-RetCOR TR-FRET, 1536-well; inhibition of corepressor binding, % at 4.78 µM; hit rate 0.12% among 320,000; AID 2300;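 active = percent inhibition above the cutoff of mean plus 3 SD of all tested compounds, set per screening campaign, cut at about 20% in these data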;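 note: 0% = DMSO wells and 100% = biotin wells as full block of FRET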
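Test system – NR2E3–RetCOR corepressor complex · Quantity – NR2E3 fusion 1.35 nM · Buffer or medium – Tris pH 7.5 · Incubation – Compound–protein incubation for 5 h at 4 °C · Technique – TR-FRET, Eu(K)-anti-GST donor, streptavidin-D2 acceptor, ex 340, em 617/671 nm · Evaluation – percent inhibition of 671/617 nm emission ratio versus biotin and DMSO controls · Plate – 1536-well format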
KKLEB cytotox – reduces viability of KKLEB cystic fibrosis airway cells; KKLEB CF airway cells viability, ATPlite luminescence, overnight; hits give low values; cells stimulated with P. aeruginosa culture filtrate; activity change (cytotoxicity), % at 5 µM; hit rate 0.36% among 360,000; AID 602141;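 active = corrected activity change at or below -50% at 5 µM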
aDG glyco act – increases alpha dystroglycan glycosylation. Pro5-aDG cells, alpha-DG glycosylation AlphaScreen (IIH6); 0% Pro5, 100% B10-LARGE cell signal. activation, % at 10 µM. hit rate 0.22% among 360,000. AID 624168;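 active = activation of at least 8% versus controls, or a plate z-score of at least 8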;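 note: Pro5 are CHO cells carrying HIG-tagged alpha-DG that lacks glycosylation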
hiPSC survival – enhancers of human iPSC single-cell survival. hiPSC single-cell survival, ATPlite luminescence; 100% = ROCK inhibitor wells, 0% = DMSO. survival enhancement, % at 20 µM. hit rate 0.044% among 360,000. AID 602274; in the data active = survival enhancement above about 18%;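 note: cells exposed to compounds for 16 hours before the ATP read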
Peg3 promoter – reduces Peg3 promoter-driven luciferase expression in HeLa; HeLa PEG-Prom luciferase reporter, luminescence, overnight; hit rate 1.7% among 360,000; inhibition, % at 20 µM;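 active = inhibition of at least 50% at 20 µM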
HIF-2a inh – HIF-2a inhibition | 786-0 RCC cells HIF-2a reporter, luciferase luminescence, overnight | inhibition, % at 18.8 µM | hit rate 0.72% among 360,000 | AID 624352;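 active = inhibition of the luminescence signal of 40% or more relative to plate controls, in a single-dose primary screen at 18.75 µM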
TWEAK Fn14 block – blocks TWEAK-Fn14 interaction in a reporter cell assay; TWEAK-stimulated Fn14 reporter cells, luciferase luminescence, 8 h; inhibition, % at 10 µM; hit rate 2% among 360,000; in the data active = inhibition above about 50%
The depositor's hits bear a star; nt = not tested or not shown.

SMILES	NR2E3 ag-1	Shn3 3UTR inh	CF NFkB block	MITF TRPM1 inh	NR2E3 ag-2	KKLEB cytotox	aDG glyco act	hiPSC survival	Peg3 promoter	HIF-2a inh	TWEAK Fn14 block
CC1CCC(NC(=O)COC(=O)C2=NN(c3ccccc3)C(=O)CC2)CC1 (centres undefined)	-10	1	10	6	-2	8	0.2	0.2	-17	2	11
CCc1ccccc1NC(=O)CN1CCC(NC(=O)COC)CC1	-2	3	3	2	3	18	-0.1	-1.1	0	3	-12
CCC(C)NS(=O)(=O)c1ccc(S(=O)(=O)N2CCCC3(CCCCC3)C2)cc1 (centres undefined)	85*	86*	9	19	-5	8	6.4	-0.6	24	16	20
COc1ccc(CCNC(=O)CSc2nc3ccccc3o2)cc1OC	12	-20	13	7	1	16	-0.1	1.4	2	12	-1
CC(C)Cc1nc(C(N)=O)c2[nH]c(=O)n(-c3ccc(F)cc3)c2n1	12	-5	12	7	2	-8	0.1	-0.5	18	6	-6
COCCn1c(SC(C)C(=O)Nc2ccc(Cl)cn2)nnc1-c1ccncc1 (centres undefined)	21	3	4	16	3	3	0.8	0.9	12	26	32
CCCN(Cc1ccc(N(CC)CC)cc1)CC1CC1	-6	17	-5	11	3	3	-0.3	-1.7	4	-3	1
O=C(NC1CCCCC1)c1ccc(CN2CCOCC2)cc1	-15	-21	10	-12	2	6	-0.1	-2.6	-49	-76	21
CCO[C@@H]1OC(C(=O)NCc2ccccc2)=C[C@H](C(C)(C)C)[C@H]1CCCO	8	3	-13	-6	2	2	0.1	-1.4	5	4	5
Cc1cc(Br)ccc1SCC(=O)OC/C(O)=C(\C#N)c1nc2ccccc2[nH]1	-7	-22	4	10	2	-4	-0.3	-0.1	37	0	-5
Cc1ccc(N2CCN(C(=O)c3[nH]c(C(F)(F)F)nc3-c3ccccc3)CC2)cc1	-6	-2	1	nt	nt	1	-0.1	3.7	12	5	11
Cc1ccc(S(=O)(=O)Nc2cc(C(F)(F)F)ccc2N2CCOCC2)c(C)c1	16	14	18	-12	-4	1	1.2	0.7	8	1	13
Cc1cccc2sc(N(CCN(C)C)C(=O)c3ccc4ccccc4c3)nc12	-4	10	19	0	3	-6	-0.5	-0.4	-18	9	-18
S=C(Nc1ccc(Cl)cc1)N(CCCN1CCOCC1)Cc1cccs1	-31	20	2	-7	3	-13	-0.1	-0.3	9	13	-3
Cc1ccc(C(=O)OCC(=O)Nc2cc(F)ccc2F)cc1NC(=O)c1ccco1	-12	-14	-1	3	-4	2	-0.1	-0.8	4	21	18
Cc1cc(S(=O)(=O)NCc2ccccc2)ccc1OCC(=O)NCC1CCCO1 (centres undefined)	-40	18	-18	5	3	14	0.4	-0.6	3	10	2
CCCc1cc(=O)[nH]c(SCC(=O)Nc2ccc(S(=O)(=O)N3CCCC3)cc2)n1	-13	-19	15	13	nt	-4	-0.3	0.9	19	14	15
CSc1ccc(/C=N/N2CCN(Cc3ccccc3)CC2)cc1	-19	-20	-13	-10	2	1	-0.4	0.3	-62	-118	-9
N#CC(C(=O)NC1CCCCC1)=C1CCCCCC1	-13	19	28	-14	-4	1	-0.1	-1.8	0	8	-11
CC(Oc1ccccc1)C(=O)Nc1ccc(NC(=O)c2ccccc2)cc1 (centres undefined)	-17	1	-19	6	2	4	0.0	0.0	3	-10	-3
Cc1cccc(NC(=O)CS(=O)(=O)c2cn(CC(=O)N3CCOCC3)c3ccccc23)c1	-3	-7	0	15	2	-12	0.1	-0.1	-6	20	-10
COCCSc1nc2c(c(=O)[nH]c(=O)n2C)n1Cc1cccc(C)c1	-14	16	11	-8	-3	4	0.1	2.9	-1	-2	-9
O=S1(=O)CCN2C(c3ccc4c(c3)CCCC4)=CSC2=N1	-5	6	-1	-3	3	-2	-0.3	1.1	-3	19	-9
Cc1[nH]nc2c1C(c1ccc(Cl)cc1)C(C#N)=C(N)O2 (centres undefined)	9	4	-8	3	1	-1	0.6	-1.5	-5	2	-17
COCCNS(=O)(=O)c1ccc(-c2ccc(S(=O)(=O)NCCOC)cc2)cc1	12	24	-4	12	1	6	0.3	-1.1	18	-2	0
New compounds follow:
SMILES	NR2E3 ag-1	Shn3 3UTR inh	CF NFkB block	MITF TRPM1 inh	NR2E3 ag-2	KKLEB cytotox	aDG glyco act	hiPSC survival	Peg3 promoter	HIF-2a inh	TWEAK Fn14 block
CSc1ccc(OC2(C)CCN(Cc3cc4ccccc4o3)C2)cc1 (centres undefined)	-7	-12	-50	nt	nt	2	-0.1	3.7	7	-3	-18
CCOC(=O)c1ccc2c(c1)N(CC(=O)N1CCCC1)C(=O)C(C)(C)O2	7	-3	-6	11	0	16	0.1	0.4	-4	13	7
CC(C)(C)OC(=O)N(CCc1ccccc1)Cc1ccccc1OCc1cccc(NC(=O)C2CCCC2)c1	9	10	-1	-7	nt	9	-0.1	-2.8	10	7	-8
Cc1cc(NCC(=O)Nc2ccc(C)c(S(=O)(=O)N3CCOCC3)c2)ccc1Br	2	16	-14	nt	nt	-9	0.2	-4.1	21	11	4
Cc1ccc(/C(N)=N/OC(=O)c2cc(-c3ccccc3)nc3ccccc23)cc1	10	-5	5	-3	-2	-10	0.6	3.5	-2	6	-14
COC(=O)c1cc(Cl)c(N)cc1OC	-13	7	5	1	1	4	-0.1	-1.2	-15	10	-9
CNC(=S)N(Cc1cc2cc(C)cc(C)c2[nH]c1=O)C1CCCC1	-25	0	-4	3	2	5	1.2	-2.4	17	19	-1
Cc1oc2c(cc(NS(=O)(=O)c3ccc(F)cc3)c3ccccc32)c1C(=O)O	-19	-16	-14	32	6	15	0.0	-0.6	14	-1	23
COc1ccc2[nH]c(=O)c(CN(CCO)S(=O)(=O)c3ccc(C)cc3)cc2c1	-21	10	14	-7	0	-4	0.2	0.9	11	20	7
COc1cccc(-n2c(SCC(=O)NCC3CCCO3)nc3c([nH]c4ccccc43)c2=O)c1 (centres undefined)	-17	-8	-22	11	4	16	-0.4	-0.4	30	16	2
O=C(Oc1c(-c2ccccc2)oc2ccccc2c1=O)c1ccccc1	-2	-9	11	-28	4	6	-0.2	-2.4	-32	-72	15
O=C(Nc1ccccc1Cl)c1ccccc1Cl	-9	-16	-16	-31	2	6	0.1	0.1	-33	-99	-18
COc1ccc2[nH]c3c(=O)n(Cc4ccc(C(=O)N5CCC(C(N)=O)CC5)cc4)c(=S)[nH]c3c2c1	-19	1	-34	9	-4	7	0.2	-1.4	8	9	-17
Cc1ccc2c(c1)c(=O)c(Br)c(C)n2Cc1ccccc1	-10	7	-8	9	0	-2	0.1	2.4	-5	1	-2
Cc1c(CCOC(=O)c2ccc(Cl)cc2Cl)sc[n+]1CC(=O)c1ccc(Br)cc1	-108	-31	23	59	nt	-6	0.0	-3.2	-70	-20	-50
Cc1ccccc1COC(=O)CCCC1=NS(=O)(=O)c2ccccc2N1	-16	13	10	-6	-2	-9	0.1	-0.6	-15	2	-3
NC(=O)C1CCN(C(=O)c2ccc(NS(=O)(=O)c3ccc(F)cc3)cc2)CC1	0	0	0	-6	0	9	0.2	-0.3	3	7	0
COc1ccccc1CNC(=O)C(=O)c1cn(CC(=O)N2CCCCC2)c2ccccc12	-23	-5	7	nt	nt	2	-0.3	3.1	-10	-11	-1
COc1cccc(CN2CCNC(=O)C2CC(=O)NCC(C)(C)N2CCOCC2)c1OC (centres undefined)	-36	-30	-18	-14	3	11	-0.2	-0.2	0	13	1
Cc1ccccc1N1C(=O)C(Cl)=C(N2CCCCCC2)C1=O	-20	-7	-6	6	2	15	-0.4	3.2	3	14	-1
O=C(CN1C(=O)CC(c2ccco2)Sc2ccccc21)NCC1CCCO1 (centres undefined)	-6	-25	9	-3	-2	4	0.1	-0.1	8	-2	7
CCOC(=O)C(C)n1ncn2cccc2c1=O (centres undefined)	-10	-1	5	-4	-2	-16	-0.1	3.3	14	31	14
Cc1ccc(C(=O)C[n+]2ccc(Cc3ccccc3)cc2)cc1	-6	15	4	6	1	9	0.0	-0.7	1	16	-14
COCCn1cnnc1SCC(=O)Nc1cccc(S(=O)(=O)N2CCCCCC2)c1	-12	1	-13	4	0	1	-0.2	1.7	5	5	21
CCOC(=O)c1sc(-c2ccc(F)cc2)cc1NC(=O)Nc1ccccc1OC	-18	-2	8	-20	0	1	-0.2	0.7	-2	-33	4
Cc1ccc(C(=O)C2Oc3ccccc3C3CC(c4ccc(C)cc4)=NN23)cc1 (centres undefined)	-71	-45	18	8	3	-23	-0.3	0.5	-62	-85	-17

Some of the entries above, set out differently:
Sequence of screens – NR2E3 ag-1, Shn3 3UTR inh, CF NFkB block, MITF TRPM1 inh, NR2E3 ag-2, KKLEB cytotox, aDG glyco act, hiPSC survival, Peg3 promoter, HIF-2a inh, TWEAK Fn14 block
O=C(Nc1ccccc1Cl)c1ccccc1Cl
    -9, -16, -16, -31, 2, 6, 0.1, 0.1, -33, -99, -18
COc1ccc2[nH]c3c(=O)n(Cc4ccc(C(=O)N5CCC(C(N)=O)CC5)cc4)c(=S)[nH]c3c2c1
    -19, 1, -34, 9, -4, 7, 0.2, -1.4, 8, 9, -17

Given with values under each structure: entries from further up.
Results follow in this order: NR2E3 ag-1 | Shn3 3UTR inh | CF NFkB block | MITF TRPM1 inh | NR2E3 ag-2 | KKLEB cytotox | aDG glyco act | hiPSC survival | Peg3 promoter | HIF-2a inh | TWEAK Fn14 block
> Cc1ccc(/C(N)=N/OC(=O)c2cc(-c3ccccc3)nc3ccccc23)cc1
    10 | -5 | 5 | -3 | -2 | -10 | 0.6 | 3.5 | -2 | 6 | -14
> COC(=O)c1cc(Cl)c(N)cc1OC
    -13 | 7 | 5 | 1 | 1 | 4 | -0.1 | -1.2 | -15 | 10 | -9
> CNC(=S)N(Cc1cc2cc(C)cc(C)c2[nH]c1=O)C1CCCC1
    -25 | 0 | -4 | 3 | 2 | 5 | 1.2 | -2.4 | 17 | 19 | -1
